Screening data from PubChem.
TIM10 inh = growth inhibitors of isogenic TIM10 control yeast, primary screen, counter-screen for tim10-1 yeast inhibitor project, luminescence, uHTS; inhibition, % at 10 µM; S. cerevisiae TIM10 strain growth, BacTiter-Glo luminescence, 24 h; hit rate 1.4% among 330,000; AID 463195, 2010;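 active = inhibition of 40% or more at the single tested concentration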;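 also: wild-type TIM10 isogenic control strain grown at permissive 25 °C; 0% = DMSO yeast wells and 100% = minimal medium wells without yeast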
A3A deaminase = APOBEC3A ssDNA deaminase inhibitors, primary screen, selectivity assay for APOBEC3G inhibitor project, biochemical, FAM/TAMRA oligo cleavage fluorescence. DNA dC->dU-editing enzyme APOBEC-3A (Homo sapiens), P31941. inhibition, % at 20 µM. hit rate 0.41% among 330,000. recombinant A3A, FAM/TAMRA ssDNA deamination fluorescence;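 active = at least 40% inhibition at 20 µM here, with at most 30% in a related deaminase screen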;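 also: plate controls were A3A with DMSO for no effect and wells lacking A3A enzyme for full effect; some results filed as inactive read as strong as hits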
beta cell repl = inducers of MIN6 beta-cell proliferation, primary screen, ATP luminescence, uHTS; AID 2380, 2010; MIN6 cells proliferation, ATPlite luminescence, 48 h; cells starved in 0.2% serum; 100% = growth in 10% serum; proliferation, % at 10 µM; hit rate 0.29% among 330,000;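 active = compounds whose signal lies at least 3.5 SD above the mean of all wells on their plate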;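 also: 0% = DMSO-treated cells in low-serum medium and 100% = 10% serum control; some compounds called inactive have numbers as strong as hits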
mIAP activ = activators of mouse IAP, primary screen, biochemical, luminescence, uHTS. intestinal alkaline phosphatase [Mus musculus]. muIAP, CDP-Star luminescence, 30 min; active compounds read high; 1 = vehicle-only enzyme signal, 0 = enzyme-free wells. activation factor at 10 µM. hit rate 0.24% among 330,000;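 active = activation factor of at least 2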; also: the source names both 10 and 20 µM as test concentration; values of inactives mirror those of a sister screen read the other way
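also added = chemiluminescent substrate CDP-Star | test system = mouse IAP enzyme | signal = chemiluminescence readout | compound = DMSO-dissolved test compounds | incubation = 30 min at room temperature | benchmarks = DMSO wells, no-enzyme wells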
tim10-1 inh = growth inhibitors of tim10-1 mutant yeast, primary screen, luminescence, uHTS. S. cerevisiae tim10-1 ts strain growth, BacTiter-Glo, 24 h. inhibition, % at 20 µM. hit rate 2.2% among 330,000. AID 463190, 2010;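 active = inhibition of at least 40%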;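 also: mutant grown at 25 °C; 0% = DMSO wells with yeast and 100% = wells holding no yeast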
A3G deaminase = APOBEC3G DNA deaminase inhibitors, primary screen, biochemical, fluorescence, single-stranded DNA substrate, uHTS. hit rate 0.28% among 330,000. AID 493012, 2011. DNA dC->dU-editing enzyme APOBEC-3G (Homo sapiens), Q9HC16. recombinant A3G, ssDNA deamination FAM/TAMRA fluorescence. inhibition, % at 20 µM;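 active = inhibition of at least 40% at 20 µM, with no more than 30% in the related APOBEC3A deaminase screen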;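 also: plate controls were DMSO wells with A3G for no effect and wells lacking A3G enzyme for full effect; some compounds called inactive have numbers as strong as hits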
Target sequence (Q9HC16 whole entry, looked up): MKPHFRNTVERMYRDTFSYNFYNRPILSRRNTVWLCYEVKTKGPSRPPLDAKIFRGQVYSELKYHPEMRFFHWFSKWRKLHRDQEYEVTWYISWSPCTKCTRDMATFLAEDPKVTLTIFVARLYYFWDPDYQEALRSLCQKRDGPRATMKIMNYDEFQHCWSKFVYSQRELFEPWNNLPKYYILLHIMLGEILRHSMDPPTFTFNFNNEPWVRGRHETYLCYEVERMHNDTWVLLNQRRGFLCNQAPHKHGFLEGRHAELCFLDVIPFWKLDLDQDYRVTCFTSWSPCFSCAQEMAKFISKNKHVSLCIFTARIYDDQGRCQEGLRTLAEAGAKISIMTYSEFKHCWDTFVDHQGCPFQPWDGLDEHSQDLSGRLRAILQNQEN
hIAP block = human IAP inhibitors, primary screen, biochemical, luminescence, uHTS; Intestinal-type alkaline phosphatase (Homo sapiens), P09923; purified IAP, CDP-Star luminescence, 30 min; inhibition, % at 10 µM; hit rate 0.12% among 330,000;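 active = inhibition reaching a set limit with compound at 10 µM in the primary screen, cut at about 35% in these data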;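 also: plate controls were DMSO wells with enzyme for no effect and no-enzyme buffer wells for full effect; values of inactives mirror those of a sister screen read the other way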
Target sequence (P09923 whole entry, looked up): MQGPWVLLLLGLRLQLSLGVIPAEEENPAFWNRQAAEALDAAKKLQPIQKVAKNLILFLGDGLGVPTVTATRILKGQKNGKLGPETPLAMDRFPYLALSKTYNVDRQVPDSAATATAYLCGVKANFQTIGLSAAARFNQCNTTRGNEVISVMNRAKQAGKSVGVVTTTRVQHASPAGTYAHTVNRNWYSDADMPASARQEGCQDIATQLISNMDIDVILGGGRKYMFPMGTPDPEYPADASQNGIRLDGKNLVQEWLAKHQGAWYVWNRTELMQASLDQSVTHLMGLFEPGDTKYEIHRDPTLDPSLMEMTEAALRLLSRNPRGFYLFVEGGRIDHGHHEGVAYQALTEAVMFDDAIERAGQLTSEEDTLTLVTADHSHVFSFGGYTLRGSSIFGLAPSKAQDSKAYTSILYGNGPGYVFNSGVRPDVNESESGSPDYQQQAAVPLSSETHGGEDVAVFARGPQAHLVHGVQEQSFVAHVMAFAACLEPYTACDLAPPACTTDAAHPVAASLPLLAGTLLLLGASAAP
mIAP block = inhibitors of mouse IAP, primary screen, biochemical, luminescence, uHTS | intestinal alkaline phosphatase [Mus musculus] | purified mouse IAP, CDP-Star luminescence, 30 min | inhibition, % at 10 µM | hit rate 0.2% among 330,000;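 active = inhibition of at least 40% at 10 µM in the primary screen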;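 also: plate controls were DMSO with enzyme for no effect and no enzyme wells for full effect; values of inactives mirror those of a sister screen read the other way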
NLRP3 yeast inh = NALP3 inflammasome inhibitors in reconstituted yeast, primary screen, luminescence, uHTS | Yeast reconstituted NLRP3/ASC/caspase-1, beta-gal luminescence, 24 h | inhibition, % at 10 µM | hit rate 0.39% among 330,000;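 active = inhibition of 50% or more; inactive = inhibition below 50%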;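 also: plate controls were induced DMSO wells for no effect and uninduced yeast grown without galactose for full effect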
Numbers without * were called inactive.

Results follow in this order: TIM10 inh	mIAP block	tim10-1 inh	hIAP block	beta cell repl	mIAP activ	A3A deaminase	A3G deaminase	NLRP3 yeast inh
N#Cc1ccc(OCCN2C(=O)NC3(CCSC3)C2=O)cc1 (stereo not given)
    -0.5	-9.4	8.2	1.0	5.0	1.09	-6.2	-6.3	4.1
CC1CCN(C(=O)CN2C(=O)c3ccccc3S2(=O)=O)CC1
    2.3	4.1	12.1	12.8	-0.1	0.959	1.3	0.0	5.1
COc1ccc(S(=O)(=O)N2CCC(C(=O)N3CCc4ccccc4C3)CC2)cc1Cl
    9.4	-5.2	31.8	6.6	-0.2	1.05	0.7	4.7	6.2
COc1ccc(/C=C/C(=O)c2ccccc2)cc1COc1ccccc1F
    37.1	17.4	29.1	9.2	-5.5	0.826	-0.9	-5.9	0.8
COc1ccc(CCNC(=O)C(=O)NCC2OCCN2S(=O)(=O)c2ccccc2)cc1OC (stereo not given)
    -5.6	-4.3	-15.6	13.3	-0.8	1.04	1.4	-4.1	0.2
COc1ccccc1-n1cnc2cc(NS(=O)(=O)c3ccc(Br)cc3)ccc21
    -3.1	2.7	14.8	-6.0	-5.1	0.973	2.0	-2.6	-9.3
COc1ccc(OC)c(CN2CCN(C(=O)CNC(=O)c3ccc(C(C)(C)C)cc3)CC2)c1
    11.8	-2.9	19.0	-8.8	-0.8	1.03	0.5	3.2	8.1
COc1ccc(C(=O)N2CCN(C(=O)c3ccco3)CC2)cc1
    0.6	1.8	5.2	2.9	-1.6	0.982	0.4	-4.7	20.1
CCC(C)NC(=O)C1CCN(CCCc2ccccc2)CC1 (stereo not given)
    -7.2	-4.4	-8.0	-5.6	-4.4	1.04	-7.4	-8.5	16.2
COc1ccccc1OCCC(=O)OCC(=O)NCc1ccc(F)cc1
    -0.9	2.7	5.6	13.5	-1.0	0.973	-0.3	-7.5	4.2
O=C1C(C=NCc2ccncc2)=C(O)c2ccccc21
    -14.4	0.3	4.5	-5.9	1.4	0.997	-16.3	-1.2	-3.7
Cc1cccc(NC(=S)N2CCC(N(C)CC3CCCO3)CC2)c1C (stereo not given)
    0.6	4.7	-3.0	8.8	0.1	0.953	2.9	-3.7	19.5
CCC1Oc2ccc(C)cc2N(CC(=O)NCC2CCCO2)C1=O (stereo not given)
    -9.7	-6.1	-0.1	-22.9	0.0	1.06	2.3	0.3	2.5
Cc1ccc(C(=O)CSc2nnc(N)s2)c(C)c1
    -1.7	11.2	14.2	4.6	-2.8	0.888	4.6	-10.0	11.1
COc1cc(-c2noc(-c3ccco3)n2)cc(OC)c1OC
    36.3	-5.8	38.7	-22.8	-1.3	1.06	-5.8	-5.2	8.1
O=C(O)C1Cc2ccccc2CN1C(=O)c1ccccc1Cl (stereo not given)
    11.0	-7.1	5.1	5.8	0.0	1.07	-2.0	-2.8	-7.8
Cc1ccc(S(=O)(=O)N2CCOCC2)cc1NC(=O)COC(=O)c1cncc(Br)c1
    -8.6	-7.3	-5.9	14.9	-1.5	1.07	-3.6	-9.9	21.3
CCOC(=O)c1cc(C(=O)c2ccccc2O)cn2c(=O)c3c(C)c(C)sc3nc12
    -6.0	14.9	1.5	21.0	-2.1	0.851	2.3	24.7	17.7
CC1CCCN(C(=O)CSc2nc3ncccc3[nH]2)C1 (stereo not given)
    -1.3	12.5	7.6	10.1	0.9	0.875	2.7	-12.5	10.2
COc1ccc(CC2(CO)CCN(Cc3cnn(-c4ccc(F)cc4)c3)CC2)cc1
    -9.3	-4.6	6.7	-13.5	-3.4	1.05	-9.2	-6.0	1.9
COc1ccc2cc(C(=O)NCc3ccccc3)[nH]c2c1
    -6.2	-17.8	-4.3	14.3	-2.9	1.18	-3.1	-8.8	25.4
N#C/C(=C\c1ccc(F)c(Cl)c1)S(=O)(=O)c1ccccn1
    12.0	9.4	9.5	-22.1	1.5	0.906	-0.3	-2.4	8.4
O=C(c1cc2c(cc1Br)OCCCO2)N1CCCCC1
    6.5	2.0	24.5	5.2	0.0	0.98	2.7	4.0	8.4
NS(=O)(=O)c1ccc(NC(=O)CSc2nnc(Cc3cccs3)n2-c2ccccc2)cc1
    2.9	13.3	-0.2	-9.9	-2.9	0.867	2.8	-4.8	-5.9
Cc1ccccc1C(=O)N1CCN(c2ccc(NC(=O)c3ccc([N+](=O)[O-])o3)cc2)CC1
    39.7	1.6	24.6	12.5	-4.2	0.984	-0.5	-7.3	11.4
CS(=O)(=O)N1CC(C(=O)O)Oc2ccc(CC(=O)O)cc21 (stereo not given)
    16.2	-0.8	4.6	-3.5	0.1	1.01	21.5	-2.1	2.9
CN1CCN(CCCNC(=O)c2cn(C3CCCCC3)c(=O)c3c2c2ccccc2n3C)CC1
    -7.4	-1.2	7.5	2.6	0.1	1.01	-3.5	-2.9	8.5
CN(C)C(=O)COC(=O)c1ccccc1NC(=O)c1ccco1
    7.2	-0.3	4.9	1.8	1.3	1	2.5	5.8	12.5
Cc1ccccc1CC(=O)N1CCN(C(=O)C2CCCO2)CC1 (stereo not given)
    -2.3	10.8	6.5	17.7	-4.3	0.892	-5.4	-5.2	15.0
COc1ccccc1NC(=O)CCC(=O)OCc1ccc([N+](=O)[O-])cc1
    -3.3	-4.0	10.6	-3.6	1.9	1.04	-0.9	-1.9	0.8

More entries follow.
Results follow in this order: TIM10 inh	mIAP block	tim10-1 inh	hIAP block	beta cell repl	mIAP activ	A3A deaminase	A3G deaminase	NLRP3 yeast inh
COc1ccccc1-c1nc2c3ccccc3nc(=S)n2[nH]1
    23.6	4.8	2.8	12.6	-2.0	0.952	-5.2	-9.5	14.6
CC(C)OC(=O)c1cc2ccccc2oc1=O
    -28.9	16.7	-26.4	4.6	-1.1	0.833	2.6	1.8	12.2
Cc1nn(C)c(NC(=O)c2ccccc2Cl)c1Br
    7.7	4.2	12.2	3.6	3.1	0.958	2.3	-2.2	22.6
CN(C(=O)COC(=O)c1ccccc1Nc1ccccc1)C1CCS(=O)(=O)C1 (stereo not given)
    5.1	6.1	19.3	-8.8	0.1	0.939	0.6	-3.4	-13.9
CC(C)c1ccccc1OCC(=O)Nc1cc(S(=O)(=O)N2CCOCC2)ccc1N1CCCC1
    23.5	-8.3	30.9	-6.3	-4.2	1.08	1.5	-2.6	11.8
CCOC(=O)CCN(Cc1sccc1C)S(=O)(=O)c1ccc(F)cc1
    10.6	2.3	-4.5	8.4	-2.1	0.977	3.2	-1.7	35.1
Cc1[nH][nH]c(=O)c1/C=N/N1CCOCC1
    11.1	-0.6	11.5	4.9	0.7	1.01	-0.9	1.0	-6.0
Cc1ccc2nc(C)cc(N/N=C/c3ccccc3O)c2c1
    14.1	6.5	11.1	1.6	-2.5	0.935	0.5	-0.8	-0.3
O=C(N/N=C/c1coc2ccccc2c1=O)c1cn(-c2ccccc2)nc1-c1ccccc1
    27.9	1.3	17.6	-4.9	-5.5	0.987	1.5	-5.4	2.0
Cn1nc(-c2ccccc2)cc1NS(=O)(=O)c1ccccc1
    7.1	10.4	1.3	-1.0	-1.5	0.896	-0.5	-0.3	-1.7
CC(=O)Nc1c(O)[nH]c2ccccc12
    -7.1	-11.5	-11.0	-20.2	-3.7	1.11	1.6	5.4	2.6
CC(=O)Nc1ccc(/C=N/NC(=O)c2cc3ccccc3nc2C)cc1
    -14.6	-10.1	10.8	-19.0	-2.1	1.1	-5.5	-9.0	11.8
O=S(=O)(c1ccc(Br)cc1)c1nc(-c2ccco2)oc1NCCCn1ccnc1
    3.7	7.2	-12.4	-18.6	-4.3	0.928	-2.4	1.7	8.6
OCCN(Cc1ccccc1)CC1CC=CCC1 (stereo not given)
    9.4	-4.8	5.2	10.2	-0.5	1.05	-3.5	-4.0	23.7
CCCCCC(O)c1cccc(OCc2ccc3ccccc3n2)c1 (stereo not given)
    -1.5	10.9	25.1	-14.0	-4.8	0.891	-0.4	-7.0	30.4
CCCN(CC(=O)Nc1ccccc1C)C(=O)c1nn(CC)c(=O)c2ccccc12
    2.9	-2.0	-12.5	3.5	1.3	1.02	0.0	-5.8	0.8
COC(=O)c1ccc(NC(=S)NC(=O)c2c(-c3ccccc3)noc2C)cc1
    1.4	16.5	6.4	-11.4	-3.5	0.835	-4.0	-2.0	12.5
Cc1cc(C)c(NC(=O)Cn2c([N+](=O)[O-])cnc2C)c(C)c1
    -2.1	-4.7	-7.4	1.4	-1.1	1.05	-1.1	-4.0	2.5
O=C(CS(=O)(=O)c1ccccc1)N1CCN(c2ccccc2)CC1
    1.9	8.7	-6.0	6.4	3.7	0.913	-4.2	-9.8	20.6
COc1ccc(-c2nnnn2C)cc1S(=O)(=O)Nc1ccc(C)cc1C
    -8.9	-4.5	-6.7	-14.4	-2.9	1.04	-1.6	-12.4	2.8
CCCCN(C)CCC(=O)Nc1ccc(F)c(F)c1
    6.6	-2.7	2.1	2.4	-3.5	1.03	6.8	-4.0	-1.2

Some of the entries so far, comma-delimited:
molecule,TIM10 inh,mIAP block,tim10-1 inh,hIAP block,beta cell repl,mIAP activ,A3A deaminase,A3G deaminase,NLRP3 yeast inh
Cn1nc(-c2ccccc2)cc1NS(=O)(=O)c1ccccc1,7.1,10.4,1.3,-1.0,-1.5,0.896,-0.5,-0.3,-1.7
CC(=O)Nc1c(O)[nH]c2ccccc12,-7.1,-11.5,-11.0,-20.2,-3.7,1.11,1.6,5.4,2.6
